Assay outcomes as filed in PubChem BioAssay.
Pf growth 96h = Primary qHTS for delayed death inhibitors of the malarial parasite plastid, 96 hour incubation; P. falciparum luciferase reporter growth, 96 h; Potency, µM (top dose mostly 28.7 µM), for the others: at the highest dose activity change, negative = inhibition, actives largely listed as inhibitors; AID 504834, 2011; actives 6.9% (n = 320,000); also: potency is read from the fitted curve at half-maximal effect; % is scaled to controls: 0 for no effect and ±100 for the full control effect
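Compounds incubated with erythrocytes infected by luciferase-expressing P. falciparum (2% hematocrit, 0.05% parasitemia final) for 96 hours, 37 C in 5% CO2. Growth inhibition scored as decreased luciferase luminescence.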
Shiga toxin inh = A qHTS for Small Molecule Inhibitors of Shiga Toxin | Vero cells, Shiga toxin protein synthesis inhibition reporter | inhibition, % at 38.7 µM | actives 9.2% (n = 290,000) | AID 2315, 2010; in the data active = inhibition mostly above about 28%, no sharp cut-off; inactive = mostly below about 43%; also: 0% is about no effect
Tb PYK inh = qHTS of Trypanosoma Brucei Inhibitors | pyruvate kinase (Trypanosoma brucei), Q57TT1 | TbPYK enzyme, Kinase-Glo Plus ATP luminescence, 45 min | Potency, µM (top dose mostly 76.8 µM), inactives show at the top dose activity, negative = inhibition, most hits filed as inhibitors | actives 0.12% (n = 410,000) | AID 624173, 2012; also: potency is read from the fitted curve at half-maximal effect; % is scaled to controls: 0 for no effect and ±100 for the full control effect; nearly all actives have a fitted effect of over 50% in size
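Luminescence from Kinase-Glo Plus, added after a 45-minute room-temperature reaction, served as the end-point read-out. The enzyme and substrate were preincubated with compound before ADP (130 uM final) initiated turnover. Concentration-effect curves came from normalized qHTS data.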
CHX counter = Cycloheximide Counterscreen for Small Molecule Inhibitors of Shiga Toxin; actives 12% (n = 300,000); max response, %; cell reporter, cycloheximide protein synthesis inhibition counterscreen; in the data active = max response mostly above about 13%, no sharp cut-off; inactive = mostly below about 14%; also: read at 38.3 µM for the half of the compounds with a filed dose; 0% is about no effect
HCV inh = qHTS Assay for Inhibitors of Hepatitis C Virus (HCV); Huh7.5.1 HCVcc-Cre infection, luciferase reporter, 44 h; Potency, µM (highest dose often 41.8 µM), without a hit: at the highest dose activity change, negative = inhibition, actives largely listed as inhibitors; actives 3.4% (n = 340,000); AID 651820, 2012; also: potency is read from the fitted curve at half-maximal effect; % is scaled to controls: 0 for no effect and ±100 for the full control effect
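Antiviral activity was scored by luciferase reporter output from cells infected with HCVcc-Cre (~0.5 moi) in presence of compound, 44 h infection period, cells seeded 1,000/well 4 h prior.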
Pf growth 48h = Primary qHTS for delayed death inhibitors of the malarial parasite plastid, 48 hour incubation. actives 5.9% (n = 310,000). P. falciparum luciferase growth in erythrocytes, 48 h. Potency, µM (doses to about 28.7 µM), inactives show top-dose activity change, negative = inhibition, most hits filed as inhibitors. AID 504832, 2011; also: potency is read from the fitted curve at half-maximal effect; % is scaled to controls: 0 for no effect and ±100 for the full control effect
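Parasite viability was followed by luminescence of a genomically integrated firefly luciferase. Cultures held 0.1% parasitemia at 2% hematocrit (final), incubated under 5% CO2 at 37 C.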
LmPK inhibitor = qHTS Assay for Inhibitors of Leishmania Mexicana Pyruvate Kinase (LmPK); AID 1721, 2009; purified LmPK, Kinase-Glo ATP luminescence, 1 h; actives 0.37% (n = 290,000); Potency, µM (top dose mostly 57.5 µM), for the others: at the highest dose activity change, negative = inhibition, usual class: inhibitors; Q27686; also: potency is read from the fitted curve at half-maximal effect; % is scaled to controls: 0 for no effect and ±100 for the full control effect
Target sequence (Q27686 whole entry, looked up): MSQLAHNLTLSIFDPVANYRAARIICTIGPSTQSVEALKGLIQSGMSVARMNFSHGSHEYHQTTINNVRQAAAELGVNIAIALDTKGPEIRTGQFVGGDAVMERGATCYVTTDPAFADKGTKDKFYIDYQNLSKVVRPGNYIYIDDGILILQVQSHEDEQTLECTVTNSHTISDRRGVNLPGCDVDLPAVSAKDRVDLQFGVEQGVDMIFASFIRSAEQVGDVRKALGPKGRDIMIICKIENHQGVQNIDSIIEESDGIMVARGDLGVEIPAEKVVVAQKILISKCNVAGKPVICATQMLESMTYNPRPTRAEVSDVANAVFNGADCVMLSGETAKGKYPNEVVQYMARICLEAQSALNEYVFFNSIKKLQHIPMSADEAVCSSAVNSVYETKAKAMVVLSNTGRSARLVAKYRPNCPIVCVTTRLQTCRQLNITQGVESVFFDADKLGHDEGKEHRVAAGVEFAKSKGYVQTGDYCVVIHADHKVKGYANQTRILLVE
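Kinase-Glo luminescence read after 1 h RT reaction of 0.1 nM LmPK with 0.5 mM PEP and 0.1 mM ADP. Activity scaled between uninhibited and enzyme-free controls.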
The depositor's hits bear a star; [ ] = remark or other dose. Unless noted, calls follow the shape of the dose curve; as a rule, active = well fitted curve in the direction sought with a large enough effect; inconclusive = small, poorly fitted or top-dose-only effect, or another doubt; inactive = no such curve, though single readings can be large; an effect the other way counts as inactive or inconclusive. The order is random; any-hit rate near 24%.

What do the screens show for `O=C(CCCn1c(=S)[nH]c2cc3c(cc2c1=O)OCO3)N1CCN(c2ccc(Cl)cc2)CC1`?
Pf growth 96h: 51%[activator]; Shiga toxin inh: -38; CHX counter: 1; HCV inh: 13µM*; Pf growth 48h: -30%; LmPK inhibitor: 10%

Results for COc1ccccc1NC(=S)N1CCn2cccc2C1c1cccnc1 (configuration not stated) ?
Pf growth 96h: inconclusive; Shiga toxin inh: -2; Tb PYK inh: -4%; CHX counter: -1; HCV inh: -16%; Pf growth 48h: inconclusive; LmPK inhibitor: 1%

Results for C=CCn1c(O)c(C(C)=Nc2ccc(N(C)C)cc2)c(=O)[nH]c1=O ?
Shiga toxin inh: 35; Tb PYK inh: -4%; CHX counter: 5; HCV inh: inconclusive; Pf growth 48h: 12µM*; LmPK inhibitor: 4%

Results for CC(=O)c1ccccc1NC(=O)COC(=O)CN1C(=O)C2CCCCC2C1=O (configuration not stated) ?
Pf growth 96h: -22%; Tb PYK inh: 15%; HCV inh: 11%; Pf growth 48h: -24%

What do the screens show for `CN(C(=O)COC(=O)Cc1c[nH]c2ccccc12)c1c(N)n(Cc2ccccc2)c(=O)[nH]c1=O`?
Pf growth 96h: 37%[activator]; Tb PYK inh: 0%; HCV inh: 7%; Pf growth 48h: 22%

What do the screens show for `O=C(c1ccc(S(=O)(=O)N2CCCC2)cc1)N1CCN(Cc2ccc3c(c2)OCO3)CC1`?
Shiga toxin inh: -4; Tb PYK inh: -2%; CHX counter: -2; HCV inh: -16%; Pf growth 48h: inconclusive; LmPK inhibitor: -2%

Results for COCCNC(=O)C1CC(c2cccc([N+](=O)[O-])c2)=NO1 (configuration not stated) ?
Pf growth 96h: 24%; Shiga toxin inh: -21; Tb PYK inh: 1%; CHX counter: -3; HCV inh: 0%; Pf growth 48h: -1%; LmPK inhibitor: -2%

How did CCCC(C)CO (configuration not stated) do in these assays?
Pf growth 96h: 0%; Tb PYK inh: -1%; HCV inh: 1%; Pf growth 48h: 34%[activator]

Results for CCN(CC)C(=O)C(C)N(C#N)c1nc(SC)nc(N(C)C)n1 (configuration not stated) ?
Shiga toxin inh: -8; Tb PYK inh: -2%; CHX counter: -1; HCV inh: -23%; Pf growth 48h: -8%; LmPK inhibitor: 2%

Results for CCC(CC)c1nnc(NC(=O)c2ccc3ccccc3n2)s1 ?
Pf growth 96h: 194%[activator]; Shiga toxin inh: 105*; Tb PYK inh: -4%; CHX counter: 38*; HCV inh: -20%; Pf growth 48h: 243%[activator]; LmPK inhibitor: 2%

How did CN1CCN(c2ccc(S(=O)(=O)Nc3ccccc3)cc2[N+](=O)[O-])CC1 do in these assays?
Pf growth 96h: 38%[activator]; Shiga toxin inh: -1; Tb PYK inh: -7%; CHX counter: 20; HCV inh: 0%; Pf growth 48h: 3%; LmPK inhibitor: -4%

How did C[N+]1(C)CC2=Cc3ccccc3CC2C1 (configuration not stated) do in these assays?
Pf growth 96h: -4%; Shiga toxin inh: -12; Tb PYK inh: 4%; CHX counter: -1; HCV inh: 4%; Pf growth 48h: inconclusive; LmPK inhibitor: 10%

What do the screens show for `O=C(COC(=O)c1ccc(S(=O)(=O)NCc2ccco2)cc1)Nc1ccccc1`?
Pf growth 96h: 38%[activator]; Tb PYK inh: -2%; HCV inh: 11%; Pf growth 48h: 20%

How did Cc1nc(=O)c(-c2ccccc2)c(C)n1-c1cccc(C(=O)O)c1 do in these assays?
Pf growth 96h: 23%; Shiga toxin inh: -14; Tb PYK inh: 4%; CHX counter: -8; HCV inh: 2%; Pf growth 48h: 13%; LmPK inhibitor: -4%

How did CCN(CC)C(=O)OCc1c(-c2cccc(OC)c2)ncc2ccccc12 do in these assays?
Pf growth 96h: inconclusive; Tb PYK inh: -1%; HCV inh: 12%; Pf growth 48h: inconclusive

What do the screens show for `Cc1ccc(-c2nc(C#N)c(NCC3CCCO3)o2)cc1` (configuration not stated)?
Pf growth 96h: 53%[activator]; Shiga toxin inh: 82*; Tb PYK inh: 2%; CHX counter: 25*; HCV inh: -10%; Pf growth 48h: 50%[activator]; LmPK inhibitor: -14%

What do the screens show for `COc1ccc(N(C)C(=O)Nc2ccc3c(c2)nnn3C)cc1`?
Pf growth 96h: 15%; Shiga toxin inh: 38; Tb PYK inh: -3%; CHX counter: -3; HCV inh: 1%; Pf growth 48h: 12%; LmPK inhibitor: 1%

How did CCOc1ccc(S(=O)(=O)NCCCn2ccnc2)cc1NC(C)=O do in these assays?
Pf growth 96h: 13µM*; Shiga toxin inh: -15; Tb PYK inh: 3%; CHX counter: -3; HCV inh: 4%; Pf growth 48h: 272%[activator]; LmPK inhibitor: 3%

Results for CC(=O)N1CCN(S(=O)(=O)c2ccc(S(=O)(=O)NCC(C)C)cc2)CC1 ?
Pf growth 96h: -8%; Shiga toxin inh: -2; Tb PYK inh: -2%; CHX counter: -1; HCV inh: 9%; Pf growth 48h: 3%; LmPK inhibitor: -3%

Results for O=C(C(=O)N1CCc2ccccc2C1)c1cn(CC(=O)N2CCCCC2)c2ccccc12 ?
Pf growth 96h: 0%; Shiga toxin inh: -11; Tb PYK inh: 0%; CHX counter: -1; HCV inh: 6%; Pf growth 48h: -28%; LmPK inhibitor: 0%

How did COc1cc(NC(=O)CN(C)Cc2ccc(OC(F)F)cc2)c(C)cc1[N+](=O)[O-] do in these assays?
Pf growth 96h: inconclusive; Shiga toxin inh: -5; Tb PYK inh: -6%; CHX counter: -1; HCV inh: inconclusive; Pf growth 48h: inconclusive; LmPK inhibitor: 0%

What do the screens show for `Clc1ccc(CC[C@H](Cn2ccnc2)Sc2c(Cl)cccc2Cl)cc1`?
Pf growth 96h: 2µM*; Tb PYK inh: 1%[33.2 µM]; Pf growth 48h: 5.7µM*

What do the screens show for `COc1ccccc1/C=C/C(=O)N1CCN(S(=O)(=O)c2cc(C)ccc2C)CC1`?
Pf growth 96h: inconclusive; Tb PYK inh: 0%; HCV inh: inconclusive; Pf growth 48h: 15µM*

What do the screens show for `COC(=O)c1cc(CSC(=N)N)ccc1OCCC(C)C`?
Pf growth 96h: 6.6µM*; Shiga toxin inh: -7; Tb PYK inh: 1%; CHX counter: -1; HCV inh: inconclusive; Pf growth 48h: 4.7µM*; LmPK inhibitor: 6%

Overlap with the part before: two entries, then new ones.
What do the screens show for `COc1ccccc1/C=C/C(=O)N1CCN(S(=O)(=O)c2cc(C)ccc2C)CC1`?
Pf growth 96h: inconclusive; Tb PYK inh: 0%; HCV inh: inconclusive; Pf growth 48h: 15µM*

What do the screens show for `COC(=O)c1cc(CSC(=N)N)ccc1OCCC(C)C`?
Pf growth 96h: 6.6µM*; Shiga toxin inh: -7; Tb PYK inh: 1%; CHX counter: -1; HCV inh: inconclusive; Pf growth 48h: 4.7µM*; LmPK inhibitor: 6%

How did COc1cc(NC(=O)CSc2nnc3c(C)cc4cc(C)cc(C)c4n23)c(C(=O)O)cc1OC do in these assays?
Pf growth 96h: -35%; Shiga toxin inh: -11; Tb PYK inh: -1%; CHX counter: -1; HCV inh: 19%; Pf growth 48h: 11%; LmPK inhibitor: 3%

Results for O=C(CCNC(=O)c1ccccc1)OCC(=O)c1ccccc1 ?
Pf growth 96h: 95%[activator]; Shiga toxin inh: 7; Tb PYK inh: 2%; CHX counter: 13; HCV inh: -6%; Pf growth 48h: 28%; LmPK inhibitor: 4%

How did COc1ccccc1OCCCn1c(=O)oc2ccc(C)cc21 do in these assays?
Shiga toxin inh: 47; Tb PYK inh: -1%; CHX counter: -3; HCV inh: -4%; Pf growth 48h: -10%; LmPK inhibitor: 7%

Results for CC1CCCN(C(=O)COC(=O)c2cc(-c3cccs3)nn2-c2ccccc2)C1 (configuration not stated) ?
Pf growth 96h: 43%[activator]; Tb PYK inh: 8%; HCV inh: 7%; Pf growth 48h: 1%

What do the screens show for `CC(=O)N[C@H]1[C@H](OC2CCCCC2)O[C@H](COC(C)=O)[C@@H](OC(C)=O)[C@@H]1OC(C)=O`?
Pf growth 96h: 6%; Shiga toxin inh: -11; Tb PYK inh: 5%; CHX counter: -6; HCV inh: 4%; Pf growth 48h: 37%[activator]; LmPK inhibitor: 3%

What do the screens show for `CCOc1nc2cnccc2n(CC(=O)Nc2c(F)c(F)cc(F)c2F)c1=O`?
Pf growth 96h: inconclusive; Shiga toxin inh: -6; Tb PYK inh: -1%; CHX counter: -11; HCV inh: 0%; Pf growth 48h: inconclusive; LmPK inhibitor: -4%

How did CC(=O)NC(c1cc(F)c2cccnc2c1O)C1CC1 (configuration not stated) do in these assays?
Pf growth 96h: inconclusive; Tb PYK inh: -3%; Pf growth 48h: inconclusive

What do the screens show for `COc1cc2nc(C3CCC3)n(N)c(=O)c2cc1OC`?
Pf growth 96h: 0%; Shiga toxin inh: -7; Tb PYK inh: 3%; CHX counter: -2; HCV inh: -23%; Pf growth 48h: 13%; LmPK inhibitor: 0%

Results for COc1cc(S(=O)(=O)Nc2cccc3cn[nH]c23)c(OC)cc1Cl ?
Pf growth 96h: -29%; Shiga toxin inh: 9; Tb PYK inh: -2%; CHX counter: 12; HCV inh: 11%; Pf growth 48h: 22%; LmPK inhibitor: -12%

How did COc1cccc(OC)c1OCCCOc1ccc([N+](=O)[O-])cc1Cl do in these assays?
Pf growth 96h: -2%; Shiga toxin inh: -15; Tb PYK inh: -2%; CHX counter: -3; HCV inh: inconclusive; Pf growth 48h: -7%; LmPK inhibitor: -2%

How did COc1cc(C(=O)OCC(=O)NC(C)CCc2ccccc2)cc(OC)c1OC (configuration not stated) do in these assays?
Pf growth 96h: -12%; Shiga toxin inh: -10; Tb PYK inh: -12%; CHX counter: -8; HCV inh: -5%; Pf growth 48h: -10%; LmPK inhibitor: -5%

How did CCOC(=O)CN1C(=O)/C(=C/c2ccccc2Br)Oc2ccccc21 do in these assays?
Pf growth 96h: 2.1µM*; Shiga toxin inh: 12; Tb PYK inh: 2%; CHX counter: -3; HCV inh: 9%; Pf growth 48h: 14%; LmPK inhibitor: 4%

What do the screens show for `Cn1c(=O)[nH]c(Nc2ccc(F)cc2)c([N+](=O)[O-])c1=O`?
Pf growth 96h: 10%; Shiga toxin inh: -1; Tb PYK inh: 4%; CHX counter: 1; HCV inh: 27%; Pf growth 48h: -3%; LmPK inhibitor: -1%

How did O=C(O)CSC(=S)N1CCCCC1 do in these assays?
Pf growth 96h: 30%[activator]; Shiga toxin inh: 25; Tb PYK inh: -13%; CHX counter: -3; HCV inh: 7%; Pf growth 48h: -12%; LmPK inhibitor: -1%

Two neighbouring compounds out of the list so far, quoted:
What do the screens show for `Cn1c(=O)[nH]c(Nc2ccc(F)cc2)c([N+](=O)[O-])c1=O`?
Pf growth 96h: 10%; Shiga toxin inh: -1; Tb PYK inh: 4%; CHX counter: 1; HCV inh: 27%; Pf growth 48h: -3%; LmPK inhibitor: -1%

How did O=C(O)CSC(=S)N1CCCCC1 do in these assays?
Pf growth 96h: 30%[activator]; Shiga toxin inh: 25; Tb PYK inh: -13%; CHX counter: -3; HCV inh: 7%; Pf growth 48h: -12%; LmPK inhibitor: -1%
